Bioassay records from PubChem BioAssay.
yeast cln2 rad14: NCI yeast anticancer drug screen, S. cerevisiae cln2 rad14 strain; growth inhibition, % at 50 µM; 78,000 tested, 8.3% active;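 note: 0% = growth of vehicle-only cultures of the same strain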
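Strain: cln2 rad14 yeast, altered in cell cycle control and DNA damage repair. Read-out: growth inhibition vs vehicle.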
mlh1 rad18: NCI yeast anticancer drug screen, S. cerevisiae mlh1 rad18 strain; growth inhibition, % at 50 µM; 79,000 tested, 11% active; AID 175;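 note: 0% = growth of vehicle-only cultures of the same strain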
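Test agents were incubated with a yeast strain of defined genotype (DNA damage repair defect). Inhibition of growth was derived by comparison with vehicle-exposed cultures.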
rad50: NCI yeast anticancer drug screen, S. cerevisiae rad50 strain; growth inhibition, % at 50 µM; 79,000 tested, 10% active;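 note: 0% = growth of vehicle-only cultures of the same strain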
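Growth of the mutant yeast was measured after compound exposure and referenced to vehicle-treated cultures.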
yeast bub3: NCI yeast anticancer drug screen, S. cerevisiae bub3 mutant strain; % growth inhibition at 50 µM; 78,000 tested, 9.9% active; AID 167;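 note: 0% = growth of vehicle-only cultures of the same strain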
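Readout: yeast growth inhibition, expressed relative to vehicle-only wells. The test organism is a mutant strain from a panel with lesions in DNA repair or checkpoint genes.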
yeast sgs1 mgt1: NCI yeast anticancer drug screen, S. cerevisiae sgs1 mgt1 strain; growth inhibition, % at 50 µM; 78,000 tested, 10% active;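 note: 0% = growth of vehicle-only cultures of the same strain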
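Inhibition of yeast growth, normalised to vehicle-treated controls, is reported for a strain bearing genetic alterations in DNA damage repair.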
yeast mec2-1: NCI yeast anticancer drug screen, S. cerevisiae mec2-1 strain | 79,000 tested, 9% active | % growth inhibition at 50 µM;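 note: 0% = growth of vehicle-only cultures of the same strain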
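Strain: mec2-1 (DNA repair/cell cycle alteration). Compound exposure, then growth measured; inhibition expressed relative to vehicle.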
* hit, by the source's call. Cut-off read from the data, not from the text of the source: active = growth inhibition above about 70%; inactive = the rest.

cpd	structure	yeast cln2 rad14	mlh1 rad18	rad50
1	CC(/C=N/N(C)C1=NCCCN1)=N/N(C)C1=NCCCN1	-36	11	14
2	C/C(=C\CN1C(=O)CN(C)C1=O)CCC1OC1(C)C (configuration not stated)	5	-11	-7
3	CS(=O)(=O)N/N=C/C1C=CC=CC1 (configuration not stated)	-24	-27	-7
4	COc1cc2c(c(OC)c1OC)-c1ccc(SC)c(=O)cc1[C@@H](NC(=O)NCCCl)CC2	5	-10	1
5	COC(=O)C1OC(n2cnc3c(Cl)ncnc32)C(OC(C)=O)C(OC(C)=O)C1OC(C)=O (configuration not stated)	2	1	10
6	O=C(Nc1ccc(Cl)c(Cl)c1Cl)Oc1c(Cl)c(Cl)c(Cl)c(Cl)c1Cl	99*	99*	100*
7	Cc1ccc(C(=O)N/N=C/c2ccc3ccccc3c2)cc1	-14	-5	-1
8	CCOC(=O)C1(N)CC1	-10	17	5
9	CN1C(=O)C2CC(=O)N(Cc3ccccc3)C(=O)C2C1=O (configuration not stated)	9	-1	0
10	O=C(O)CSC(SCC(=O)O)c1ccc(Cl)cc1Cl	13	17	37
11	CC(=O)Oc1cccc2c(OC(C)=O)cccc12	27	66	69
12	NC(=O)N/N=C1/CC(=O)N(c2ccccc2)C1c1ccccc1 (configuration not stated)	-5	17	-2
13	O=c1c(Br)c(-c2ccccc2Br)[nH]c2ccccc12	0	-14	-1
14	CC(=O)Oc1ccc2c(c1)Cc1cc([N+](=O)[O-])ccc1-2	-10	21	8
15	C=CCOC(=O)C(O)c1ccccc1 (configuration not stated)	-15	5	15

cpd	yeast bub3	yeast sgs1 mgt1	yeast mec2-1
1	-3	-7	2
2	-4	-11	10
3	-12	-6	1
4	-28	-18	-17
5	2	0	21
6	98*	100*	100*
7	33	-5	-13
8	-11	3	7
9	-5	-1	-16
10	8	18	6
11	58	71*	40
12	0	2	-1
13	-3	11	14
14	33	15	14
15	26	6	27

(further entries)
cpd	structure	yeast cln2 rad14	mlh1 rad18	rad50
16	Cn1c(N)c(/C=N/NC(=O)CC#N)c(=O)n(C)c1=O	6	7	-12
17	Cc1ccc(NC(=O)CSc2nnc(Cc3ccccc3)o2)cc1	-20	-26	-15
18	CS(=O)(=O)c1ccc(/C=N/NC(N)=S)cc1	16	4	-30
19	CCNC(=O)OCCN(C)CCOC(=O)NCC	-20	-1	-10
20	CCC1C2C=CC(CC2)N1S(=O)(=O)c1ccc(C)cc1 (configuration not stated)	30	-6	-1
21	CCN(CC)c1ccccc1-c1ccccc1	-59	20	35
22	Nc1ncc(C(=O)O)s1	7	-5	-17
23	C=Cc1ccccc1C1(O)C=CC(OC)(OC)C=C1	-2	15	44
24	CCOC(=O)c1[nH]cc(C)c1-c1ccn(-c2ccccc2)c1	12	-21	-22
25	C[n+]1ccc(C#N)cc1	7	26	8
26	Cc1c(C2(c3cc(C(C)C)c(O)c(CN(CC(=O)O)CC(=O)O)c3C)OS(=O)(=O)c3ccccc32)cc(C(C)C)c(O)c1CN(CC(=O)O)CC(=O)O	25	5	4
27	CN(/N=C\c1ccc2ccccc2c1)C1=NCCCCN1	-37	2	-2
28	Cc1ccc(S(=O)(=O)C2=c3nc4ccccc4cc3=C3C(=O)c4ccccc4C(=O)C32)cc1 (configuration not stated)	-76	-4	-14
29	N#CCCN(c1ccc(/C=N/c2nc(-c3ccccc3)cs2)cc1)S(=O)(=O)c1ccccc1	15	14	5
30	CC1C(=O)OCC2=CCN3CCC(OC(=O)C(C)C1(C)O)C23 (configuration not stated)	8	-33	2

cpd	yeast bub3	yeast sgs1 mgt1	yeast mec2-1
16	0	3	0
17	-4	-18	-4
18	-32	-31	-25
19	-8	-4	10
20	13	11	-9
21	6	1	20
22	3	-23	-5
23	44	34	7
24	-15	-5	-2
25	-1	-1	5
26	3	-2	1
27	0	-28	-5
28	-24	-21	-19
29	21	22	14
30	1	-3	-16

Carrying on:
cpd	structure	yeast cln2 rad14	mlh1 rad18	rad50
31	Cc1cc(=O)[nH]c(-n2[nH]c(C)c(CCO)c2=O)n1	20	18	-13
32	N#Cc1sc2c(c1OC(=O)c1ccco1)c(=O)n(-c1ccccc1)c(=S)n2-c1ccccc1	94*	95*	95*
33	COc1cc(C2C(C(=O)Nc3ccc([N+](=O)[O-])cc3)=C(C)NC(C)=C2C(=O)Nc2ccc([N+](=O)[O-])cc2)ccc1O	37	38	33
34	COC(=O)C1OCOC2C(C(=O)OC)OCOC12 (configuration not stated)	51	-12	9
35	COC(=O)CCCNC1CCCCC1	-17	-15	2
36	NC(=O)C(=O)c1ncn(Cc2ccccc2)c1N	3	-23	-42
37	CN(C)CCCCCCNCCC#N	-9	-2	21
38	CC(C)CC(=O)c1ccc2ccccc2c1O	-12	6	0
39	CN(C)/C=N/c1cc(=O)n(C)c(=O)n1C	3	-16	48
40	O=C(Nc1n[nH]c(NC(=O)c2ccc([N+](=O)[O-])cc2)n1)c1ccc([N+](=O)[O-])cc1	18	12	18
41	CC(=O)N(CCc1ccccc1)C(C#N)c1ccccc1 (configuration not stated)	-22	-52	-8
42	O=S(=O)(O)c1ccc(O)c(C2CCCCC2)c1	-23	31	-7
43	Clc1ccc(NCc2ccc(CNc3ccc(Cl)cc3)cc2)cc1	-18	-24	-19
44	CC(=O)/C=C/C=C(\C)C1CC(C)C1(C)C (configuration not stated)	-26	-18	-32
45	O=C(O)c1ccc(-n2cnc3c(=O)[nH]cnc32)cc1	-9	-8	-9

cpd	yeast bub3	yeast sgs1 mgt1	yeast mec2-1
31	-6	15	-17
32	95*	96*	95*
33	39	55	64
34	-2	8	4
35	-9	-3	-6
36	0	-39	-36
37	-28	-8	-28
38	-14	7	-17
39	-18	2	13
40	1	23	0
41	-34	-29	-5
42	-12	-21	-8
43	14	-1	-26
44	-21	-12	-6
45	-5	-13	-13

Remaining list, next part
cpd	structure	yeast cln2 rad14	mlh1 rad18	rad50
46	CCOc1ccc(Nc2ccc3c(O)cc(S(=O)(=O)O)cc3c2)cc1	-20	13	1
47	O=[N+]([O-])c1ccccc1C1SCc2nc3ccccc3n21 (configuration not stated)	30	12	25
48	NC1=CC(=O)c2ccccc2C1=O	-2	96*	94*
49	CC(=O)CCc1ccccc1O	-16	0	4
50	Nc1cc(Cc2ccccc2)ccc1O	19	47	42
51	Clc1nnc(Cl)s1	26	19	29
52	CN(C)c1ccc(/C=c2\sc3nnc(Cc4ccccc4)n3c2=O)cc1	11	1	-8
53	Cc1ccc(N2CC(=O)N3CCCC(C)N3C(=O)C2)cc1 (configuration not stated)	16	10	26
54	O=c1[nH]c(-c2ccccc2)c(-c2ccccc2)nc1Cl	-12	18	6
55	Cc1ccc2cccc(C)c2n1	-7	-24	-15
56	O=C1Cc2ccccc2C(O)=C1c1cnccn1	-2	6	6
57	CC(C)(C)c1ccc(C(=O)N2CCOC23CCCCC3)cc1	3	-38	-12
58	COC(=O)Nc1nc2ccc(SC)cc2c(=O)[nH]1	6	-30	-10
59	NC(=O)NCC(N)C(=O)O (configuration not stated)	2	-2	-5
60	CCCCC/C([O-])=C1/C(=O)N(c2ccccc2)N=C1C.CCCCC/C([O-])=C1/C(=O)N(c2ccccc2)N=C1C.[Cu+2]	-6	8	2

cpd	yeast bub3	yeast sgs1 mgt1	yeast mec2-1
46	38	-6	-7
47	44	32	10
48	94*	85*	62
49	-16	-15	-22
50	31	59	26
51	24	19	22
52	11	0	-14
53	7	15	9
54	-19	6	2
55	-30	-45	-27
56	0	20	11
57	17	7	-20
58	-18	3	-6
59	2	-2	-5
60	-3	-14	1

Reformatted with two lines to a compound: entries from further up
Every second line gives: yeast cln2 rad14, mlh1 rad18, rad50, yeast bub3, yeast sgs1 mgt1, yeast mec2-1
46: CCOc1ccc(Nc2ccc3c(O)cc(S(=O)(=O)O)cc3c2)cc1
    -20, 13, 1, 38, -6, -7
47: O=[N+]([O-])c1ccccc1C1SCc2nc3ccccc3n21 (configuration not stated)
    30, 12, 25, 44, 32, 10
48: NC1=CC(=O)c2ccccc2C1=O
    -2, 96*, 94*, 94*, 85*, 62
49: CC(=O)CCc1ccccc1O
    -16, 0, 4, -16, -15, -22
50: Nc1cc(Cc2ccccc2)ccc1O
    19, 47, 42, 31, 59, 26
51: Clc1nnc(Cl)s1
    26, 19, 29, 24, 19, 22
52: CN(C)c1ccc(/C=c2\sc3nnc(Cc4ccccc4)n3c2=O)cc1
    11, 1, -8, 11, 0, -14
53: Cc1ccc(N2CC(=O)N3CCCC(C)N3C(=O)C2)cc1 (configuration not stated)
    16, 10, 26, 7, 15, 9
54: O=c1[nH]c(-c2ccccc2)c(-c2ccccc2)nc1Cl
    -12, 18, 6, -19, 6, 2
55: Cc1ccc2cccc(C)c2n1
    -7, -24, -15, -30, -45, -27
56: O=C1Cc2ccccc2C(O)=C1c1cnccn1
    -2, 6, 6, 0, 20, 11
57: CC(C)(C)c1ccc(C(=O)N2CCOC23CCCCC3)cc1
    3, -38, -12, 17, 7, -20

New compounds follow.
cpd	structure	yeast cln2 rad14	mlh1 rad18	rad50
61	COc1cccc(N2C(=O)C3C4C=C5c6ccccc6N(c6ccccc6)C5(C3C2=O)[C@H]2C(=O)N(c3cccc(OC)c3)C(=O)[C@@H]42)c1 (some centres not stated)	-1	-26	-22
62	Cc1nc2cccc(F)c2c(=O)n1C1CCCCNC1=O (configuration not stated)	-54	-54	-43
63	CCCCNC1(C#N)CCN(Cc2ccccc2)CC1	7	-6	-2
64	O=C1c2scc(-c3ccc(F)cc3)c2-n2cccc21	4	24	8
65	CC(O)CC1CCCC(C)N1 (configuration not stated)	-92	-8	3
66	CC(=O)c1c(C)cc2cccc(OC3OC(CO)C(O)C(O)C3O)c2c1O (configuration not stated) (tested in a mixture with another compound)	0	-56	9
67	CC12CC(=O)NC(=O)N1CCS2 (configuration not stated)	-21	-6	4
68	CCOCN1COCN(C)C1=O	13	4	8
69	CC[C@@H](C)[C@H]([C@H](CC(=O)N1CCC[C@@H]1[C@@H](OC)[C@H](C)C(=O)N[C@H](Cc1ccccc1)c1nccs1)OC)N(C)C(=O)[C@H](NC(=O)[C@@H](C(C)C)N(C)C)C(C)C	8	17	7
70	Cc1cccc(C)c1[N+](=O)[O-]	-54	-34	-29
71	CCOC(=O)c1sc(C(=O)OCC)c2c1-c1cccc3cccc-2c13	-48	-10	-36
72	O=C(NCCN1CCN2Cc3[nH]c4ccccc4c3CC2C1)c1ccc(Cl)cc1 (configuration not stated)	56	54	52

cpd	yeast bub3	yeast sgs1 mgt1	yeast mec2-1
61	3	-2	-1
62	-19	-50	-47
63	-1	-6	-8
64	9	8	12
65	1	-15	-12
66	-7	-19	8
67	-14	-2	6
68	20	-6	-7
69	20	-2	-23
70	-45	-46	-7
71	15	4	13
72	50	61	47
